Screening data as filed in PubChem.
PTK2B oligo ant = blocks oligomerization of human Pyk2 in cells; Q14289; Q293 cells, Pyk2 FERM NanoBiT luminescence; hits give low values; z-score (the deposit names both 25 µM and 10 µM); hit rate 0.83% among 99,000; AID 1347419;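 active = Z-score of -3 or lower, scaled per plate to the spread of control and sample wells; inactive = z-score above -3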;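 note: negative z-score means lost luminescence so less FERM oligomerization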
Target sequence (Q14289 whole entry, looked up): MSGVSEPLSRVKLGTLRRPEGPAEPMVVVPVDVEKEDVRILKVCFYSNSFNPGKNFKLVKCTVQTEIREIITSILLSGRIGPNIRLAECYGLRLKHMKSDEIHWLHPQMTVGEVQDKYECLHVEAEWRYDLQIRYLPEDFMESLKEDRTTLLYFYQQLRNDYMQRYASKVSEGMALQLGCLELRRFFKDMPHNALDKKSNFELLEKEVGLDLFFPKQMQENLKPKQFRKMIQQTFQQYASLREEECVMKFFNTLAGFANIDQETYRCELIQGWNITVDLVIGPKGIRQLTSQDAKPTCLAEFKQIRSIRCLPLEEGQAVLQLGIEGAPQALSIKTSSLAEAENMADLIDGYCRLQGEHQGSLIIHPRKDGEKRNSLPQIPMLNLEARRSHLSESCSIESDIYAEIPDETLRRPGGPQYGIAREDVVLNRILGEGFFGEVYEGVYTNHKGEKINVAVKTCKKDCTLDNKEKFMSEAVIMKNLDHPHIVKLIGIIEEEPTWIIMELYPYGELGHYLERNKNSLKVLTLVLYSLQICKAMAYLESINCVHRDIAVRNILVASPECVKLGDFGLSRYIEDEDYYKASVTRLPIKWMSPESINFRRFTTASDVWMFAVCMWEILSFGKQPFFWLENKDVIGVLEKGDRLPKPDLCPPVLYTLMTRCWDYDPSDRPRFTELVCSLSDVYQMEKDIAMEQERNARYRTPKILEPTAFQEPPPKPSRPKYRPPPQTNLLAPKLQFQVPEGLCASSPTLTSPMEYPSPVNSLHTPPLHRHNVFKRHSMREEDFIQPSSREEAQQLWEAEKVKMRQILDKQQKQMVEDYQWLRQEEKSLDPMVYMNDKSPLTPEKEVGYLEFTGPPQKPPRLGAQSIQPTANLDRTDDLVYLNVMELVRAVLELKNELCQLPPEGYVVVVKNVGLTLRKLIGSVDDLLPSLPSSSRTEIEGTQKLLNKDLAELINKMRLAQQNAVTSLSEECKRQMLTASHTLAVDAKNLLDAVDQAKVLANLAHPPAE
VCAM1 TNFa inh = reduces TNF alpha induced VCAM1 expression in HUVEC | HUVEC TNFa-induced VCAM-1 immunofluorescence, high-content imaging | inhibition, % at 2 µM | hit rate 0.48% among 95,000 | AID 802;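 active = inhibition above the batch mean plus 3 SD, with images confirmed as a hit by eye, cut at about 37% in these data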;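 note: 0% = TNF-stimulated DMSO wells and 100% = unstimulated control wells; not every result past the cut was called active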
Smad3 FoxH1 inh = Smad3 (human) transcription factor binding inhibition; TR-FRET Smad3/Dy647-FoxH1 peptide binding, europium anti-His; hit rate 0.29% among 88,000; P84022; inhibition, % at 25 µM;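 active = compounds that reduce the energy-transfer binding signal between the protein and its labelled peptide by more than half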;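 note: 0% = Smad3 plus labelled peptide maximal FRET and 100% = peptide-only background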
Fibroblast inh = blocks proliferation of human lung fibroblasts | hit rate 1.1% among 85,000 | AID 719 | viability, % at 10 µM | LL 47 human lung fibroblast viability, ATP luminescence; hits give low values;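 active = viability at or below 50% in the single dose screen; inactive = viability above 50%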;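 note: compound exposure lasted 72 h before the ATP readout; 100% = median luminescence of untreated cell-only wells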
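Signal: luminescent ATP detection, CellTiter-Glo; assay system: LL 47 human lung fibroblasts; input: 1,150 cells/well; incubation: overnight cell rest, 72 h compound treatment at 37 °C; measure: % viability versus median cells-only luminescence; medium: IMEM growth medium with 15% fetal bovine serum; dosing: compound addition at 0.1% DMSO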
F-actin modifier = alters cytoskeleton assembly in HUVEC cells. HUVEC TNFa F-actin phalloidin imaging, high content. inhibition, % at 2 µM. hit rate 0.18% among 91,000. AID 836;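 active = inhibition above the batch mean plus 3 SD and confirmed as a hit by visual image inspection, cut at about 30% in these data, passing the limit was not always enough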; note: strong numbers were not always called active
H69AR inhibit = growth inhibitors of human H69AR lung tumor cells; H69AR lung tumor viability, ATP luminescence, 72 h; hits give low values; AID 598; viability, % at 10 µM; hit rate 6% among 85,000;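 active = viability at or below 40%; inactive = viability above 40%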;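 note: multidrug resistant small cell line overexpressing MRP-1 efflux transporter; 100% = mean luminescence of untreated control wells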
TNFa cytotox = HUVEC cytotoxicity counter-screen, TNF alpha stimulated. cell count reduction, % at 2 µM. hit rate 0.17% among 93,000. HUVEC TNFalpha-stimulated, Hoechst cell count, imaging;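 active = cell count reduction exceeding the screen mean by over 5 SD, scaled to untreated wells per plate, cut at about 78% in these data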;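 note: cells counted after 24 h of TNF alpha exposure following the 1 h pretreatment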
HUVEC inhibit = human endothelial cell proliferation inhibition; HUVEC proliferation, CellTiter-Glo luminescence, 72 h; hits give low values; viability, % at 10 µM (by protocol); hit rate 1.1% among 86,000; AID 648;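 active = viability at or below 30%; inactive = viability above 30%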;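 note: 100% = median luminescence of DMSO-only cell control wells on each plate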
HUVEC tox IL1B = toxic to HUVEC cells under IL-1B stimulation. HUVEC cell count loss, Hoechst imaging, IL-1B stimulated. cell count reduction, % at 2 µM. hit rate 0.41% among 94,000. AID 845;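 active = cell count reduction more than 3 SD above the screen-wide mean, cut at about 70% in these data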;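 note: normalized per plate to untreated control cells as the no-loss baseline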
The depositor's hits bear a star; x = no result given; [ ] = dose if it differs, or a comment.

SMILES	PTK2B oligo ant	VCAM1 TNFa inh	Smad3 FoxH1 inh	Fibroblast inh	F-actin modifier	H69AR inhibit	TNFa cytotox	HUVEC inhibit	HUVEC tox IL1B
Cc1ccc2c(CC(=O)OCn3nnc4ccccc4c3=O)coc2c1	1.2	19	0	97	11	91	-22	93	-47
NNC(=O)Cc1cn(-c2ncc(C(F)(F)F)cc2Cl)c2ccccc12	0.06	-4	0	93	-1	82	-26	93	x
CC(C)c1nc2oc3c(NCC4CCCO4)ncnc3c2c2c1CCC2 (stereo not drawn)	-0.53	8	-2	103	4	43	5	74	-4
O=C(Nc1cccnc1)c1cc2c(ccc3ccccc32)o1	2.2	12	1	112	-4	83	-11	101	8
CCc1nnc(NC(=O)CSc2nnc(CNc3cccc(C)c3)n2-c2ccccc2)s1	-0.96	-1	16	102	-3	99	0	83	-16
COc1ccc(-c2noc(COc3ccc4c(c3)OCO4)n2)cc1	-0.08	15	6	95	-1	93	-1	80	46
COc1ccc2c(c1)cc1n2CCN2CCCN=C12	0.64	-2	10	102	-3	89	-4	82	-10
CC1CC(C)CN(CC(=O)Nc2ccc3c(c2)OCCO3)C1 (stereo not drawn)	-0.75	4	-6	97	0	94	-1	98	4
CC(C)(C)c1cccc(/C=N/O)c1O	-0.5	10	-10	102	0	104	-2	107	x
Cc1ccc(S(=O)(=O)N2CCN(C)CC2)cc1[N+](=O)[O-]	0.07	34	x	x	11	x	-14	x	-78
COc1ccc(NC(=O)CSc2nc3ccccc3cc2Cc2ccccc2)cc1	-1.5	-2	x	x	-10	x	3	x	-16
O=C(O)C(Cc1ccccc1)N1Cc2ccccc2C1=O (stereo not drawn)	0.24	-8	20	102	x	93	-47	109	5
O=S(=O)(NCCSc1nnnn1-c1ccccc1)c1cccs1	-0.19	20	-2	95	5	81	11	100	2
Cc1ccc(OCCSc2nnc(-c3cccs3)n2C)cc1	-1.1	-8	33[fluorescence artefact?]	96	-1	87	-8	111	24
Cc1cc(=O)oc2cc(OCC(=O)OCC(=O)N3CCc4ccccc43)ccc12	-0.1	9	5[fluorescence artefact?]	94	10	92	-22	99	-54
COc1ccc(CCn2c(Br)nc3c2c(=O)[nH]c(=O)n3C)cc1	0.17	-36	x	x	-5	x	x	x	3
CC(C)Oc1cccc(-c2cc(C(=O)N3CCN(c4ncccn4)CC3)c3ccccc3n2)c1	-2	6	10	94	-4	15*	-26	64	-13
Cc1ccc(S(=O)(=O)Nc2ccc(S(=O)(=O)N3CCCC3)cc2)cc1	-1.2	-3	-10	96	-6	67	-21	100	8
CCC1CCCCN1C(=O)COC(=O)c1ccc(S(=O)(=O)N2CCOCC2)cc1 (stereo not drawn)	0.92	x	16[fluorescence artefact?]	99	x	105	x	112	x
COC(=O)c1ccc(-c2nc3cc(Cl)c(N)cc3s2)cc1	-0.19	-12	x	x	27	x	6	x	-34
COc1cc(Cl)c(C)cc1NC(=O)CSc1nnc(-c2ccccn2)n1Cc1ccco1	-2.4	17	10	98	-10	85	-28	55	3
N=c1c2c(-c3ccccc3)c(-c3ccccc3)n(Cc3ccco3)c2ncn1Cc1ccccc1	-0.17	22	3	32*	-19	9.9*	5	2.1*	16
CCn1c(CNC(=O)c2cccc(C)c2)nc2ccccc21	x	15	-7	88	6	88	-9	81	4
O=C(Nc1nc(-c2cccs2)cs1)c1ccc(S(=O)(=O)N2CCCC2)cc1	-1.7	-4	10	86	x	87	-19	65	4

Some values from the entries so far:
O=C(Nc1nc(-c2cccs2)cs1)c1ccc(S(=O)(=O)N2CCCC2)cc1 @ TNFa cytotox: -19
CC(C)Oc1cccc(-c2cc(C(=O)N3CCN(c4ncccn4)CC3)c3ccccc3n2)c1 @ Fibroblast inh: 94
Cc1ccc(OCCSc2nnc(-c3cccs3)n2C)cc1 @ PTK2B oligo ant: -1.1
COc1cc(Cl)c(C)cc1NC(=O)CSc1nnc(-c2ccccn2)n1Cc1ccco1 @ F-actin modifier: -10
COc1ccc(CCn2c(Br)nc3c2c(=O)[nH]c(=O)n3C)cc1 @ PTK2B oligo ant: 0.17

Next compounds follow:
SMILES	PTK2B oligo ant	VCAM1 TNFa inh	Smad3 FoxH1 inh	Fibroblast inh	F-actin modifier	H69AR inhibit	TNFa cytotox	HUVEC inhibit	HUVEC tox IL1B
Cn1ncc(N=Cc2ccccc2O)c1C(=O)Nc1ccccc1	0.06	4	4	105	4	37*	-5	98	x
CC1CCCCC1NC(=O)CCCc1nc2ccccc2c(=O)[nH]1 (stereo not drawn)	1.3	-1	0	95	-3	101	-4	86	-23
O=C(c1cccs1)N1CCN(Cc2ccc3c(c2)OCO3)CC1	0	-10	x	x	21	x	-36	x	-23
Cc1ccc(-c2noc(CSc3nnnn3-c3ccccc3)n2)cc1	-2.2	9	-7	101	-29	86	-7	99	13
CC(=O)C1=C(O)C(=O)N(Cc2cccnc2)C1c1ccc(Cl)cc1 (stereo not drawn)	-0.12	-27	-5	103	9	97	-42	100	-11
CC(Oc1ccc(Cl)cc1)C(=O)OCC(=O)Nc1ncc(Cl)cc1Cl (stereo not drawn)	0.79	-14	6	91	-5	105	2	84	23
CCOC(=O)Nc1ccc2c(c1)N(C(=O)CCN1CCN(CCO)CC1)c1ccccc1CC2	-0.63	-2	-4[fluorescence artefact?]	97	-5	101	-14	84	-62
CCCCNC(=O)CS(=O)Cc1nc(-c2cccc(Cl)c2)oc1C (stereo not drawn)	x	x	-1	107	x	92	x	93	x
O=C(NCc1cccs1)c1nc2c(nnn2Cc2ccc(F)cc2)c(=O)[nH]1	-0.74	-3	-1	101	6	84	-8	87	-11
NC(=O)C1(N2CCCCC2)CCN(C(=O)c2ccc(-n3cnnn3)cc2)CC1	-0.75	14	4	91	x	97	-11	90	-36
CC(C)(C)CC(C)(C)NC(=O)CSCC(=O)Nc1ccc2ccccc2c1	-0.98	8	5	109	-16	68	2	61	13
CCCCSc1nnc(-c2ccc(C)cc2)o1	-0.62	5	-8	98	-24	107	12	95	-16
CC(=O)c1ccc(Cc2cnc(N)s2)cc1	0.53	4	-12	88	10	99	-32	77	-17
O=C(O)C1CC=CCC1C(=O)Nc1ccccc1Cl (stereo not drawn)	1.5	x	-6	102	x	100	x	94	x
COc1ccccc1NC(=O)C1CCCN1C(=O)NCc1ccccc1 (stereo not drawn)	0.45	10	-1	106	-8	86	-3	91	21
CCOC(=O)N1CCC(N(C(=O)Nc2ccc(CC)cc2)C(C)CC)CC1 (stereo not drawn)	0.23	-1	-11	106	-32	92	-15	107	-2
CCOC(NC(=O)c1ccccc1)C(NC(=O)c1ccccc1)OCC (stereo not drawn)	1.7	2	9	92	6	88	-22	98	-14
O=C(CCc1nc2ccccc2s1)N1CCN(S(=O)(=O)c2cccs2)CC1	1.1	-11	-20[fluorescence artefact?]	103	-12	80	4	95	-6
Cc1cc(C)n(-c2nc(NCC(C)O)c3c4c(sc3n2)COC(C)(C)C4)n1 (stereo not drawn)	-0.24	-2	-11	93	2	59	-11	92	-9
Clc1ccc2c(c1)c1cc(Cl)ccc1n2CN1CCOCC1	-0.31	6	7	98	6	75	26	71	0
Cc1cc(C(=O)COc2nncc3ccccc23)c(C)n1C	0.23	-15	-6	93	-2	108	-18	94	-1
COc1ccc2c(CC(=O)NCc3ccc4c(c3)OCO4)coc2c1	0.2	3	-16	103	10	101	-10	94	-29
Cc1ccc(NC(=S)NNC(=O)c2nn(C)c(C)c2Cl)cc1	0.25	-8	x	x	-8	x	0	x	15
c1ccc2[nH]c(SCc3cscn3)nc2c1	-0.15	11	0	103	8	99	-25	88	-38
Cc1cc(N2CCN(C)CC2)nc2ccc(NC(=O)CCC(=O)NCCC3=CCCCC3)cc12	-0.28	-5	x	x	-24	x	3	x	9
Cc1ccc(N2C(N)=C(C#N)C(c3cccnc3)C3=C2CC(C)(C)CC3=O)cc1 (stereo not drawn)	0.48	x	0	79	x	24*	x	87	-16
Cc1c(N2C(=O)/C(=C\c3cccc4ccccc34)SC2=S)c(=O)n(-c2ccccc2)n1C	-0.39	-5	x	x	1	x	-10	x	-28
CCOc1cc(C2C(C(=O)N3CCOCC3)=C(C)NC3=C2C(=O)CCC3)ccc1O (stereo not drawn)	0.47	-2	-2	102	0	102	16	93	7
CCC1CCCCN1CCCNC(=O)CNC(=O)Cn1ccc2ccccc2c1=O (stereo not drawn)	-0.22	2	5	106	6	86	-26	85	-17
CCN(CC)S(=O)(=O)c1cccc(-c2nnc(SC(C)C(N)=O)n2CCc2ccccc2)c1 (stereo not drawn)	0.07	16	-7	94	25	76	-20	96	2
O=C(Nc1ccccc1)c1cc2c(=O)c3ccccc3oc2nc1C(F)(F)F	1.1	13	x	x	-15	x	16	x	-5
CN=C(Nc1ccccc1)SC1CC(=O)N(c2ccc(C(=O)OC)cc2)C1=O (stereo not drawn)	-1.7	7	x	x	-3	x	2	x	-35
CCC(C)(C(=O)NC1CCCCC1)N(Cc1ccco1)C(=O)CC1NC(=O)NC1=O (stereo not drawn)	-0.16	x	14	97	x	91	x	91	x
O=C(c1cc2cc3ccc(Cl)cc3nc2o1)N1CCN(Cc2ccc3c(c2)OCO3)CC1	x	x	-2	103	x	76	x	60	x
CC(C)CCNC(=O)CN(C(=O)CCC(=O)Nc1ccccn1)c1ccc2c(c1)OCCO2	1.9	9	13	95	-5	89	-26	90	-7
COC(F)(C(=O)Nc1ccc2c(c1)C(=O)NC2=O)C(F)(F)F (stereo not drawn)	0.09	x	10	x	x	100	x	99	x
COc1cc(NC(=O)Nc2ccccc2)c(OC)cc1NC(=O)CN1CCCCC1	0.21	26	-19[fluorescence artefact?]	96	10	41	34	12*	1
CCC(=O)Nc1ccc(-c2nnc(SCC(=O)Nc3nccs3)n2C)cc1	0.42	-1	1	119	-13	95	6	97	-24
CC(=O)Nc1ccc(N2C(=O)CSC2c2c(F)cccc2Cl)cc1 (stereo not drawn)	-0.34	2	4	99	-22	61	-1	91	-8
CCN(CC)CCn1c(NCc2ccccn2)nc2ccccc21	0.67	4	4	120	6	105	-14	104	-9
COc1ccccc1Nc1nc(C)cc(=O)[nH]1	-0.37	0	-2	101	5	99	-8	90	-29
COc1ccc(CNC(=O)Cn2nc(-c3ccc4c(c3)OCCO4)ccc2=O)cc1	1.4	1	x	x	-36	x	-5	x	16
Cc1ccc(/C(O)=C2/C(=O)C(=O)OC2c2ccc(Cl)cc2)cc1 (stereo not drawn)	0.97	0	-3	107	-23	92	6	94	5
Cc1ccc(-c2cnn(-c3cccc([N+](=O)[O-])c3)c2N)cc1	-0.67	-8	x	x	-22	x	8	x	-21
COc1ccc(-n2c(COc3cccc4ccccc34)nnc2SCC#N)cc1	-1.2	x	4	89	x	45	x	89	-38
O=C(C1=C(O)C(=O)N(c2ncccn2)C1c1cccs1)c1ccco1 (stereo not drawn)	0	-17	5	96	12	91	-40	105	2
CCC1Oc2ccccc2N(CC(=O)NCCC2=CCCCC2)C1=O (stereo not drawn)	-0.03	17	-8	100	-12	82	-15	100	22

Compounds above containing a COOH group:
SMILES	PTK2B oligo ant	VCAM1 TNFa inh	Smad3 FoxH1 inh	Fibroblast inh	F-actin modifier	H69AR inhibit	TNFa cytotox	HUVEC inhibit	HUVEC tox IL1B
O=C(O)C(Cc1ccccc1)N1Cc2ccccc2C1=O (stereo not drawn)	0.24	-8	20	102	x	93	-47	109	5
O=C(O)C1CC=CCC1C(=O)Nc1ccccc1Cl (stereo not drawn)	1.5	x	-6	102	x	100	x	94	x

The list is partial. The share of hits here may be higher or lower than overall.
